HKDC1 inh: blocks human hexokinase HKDC1 activity | inhibition, % at 20 µM | recombinant HKDC1, G6PDH/diaphorase resazurin coupled fluorescence | actives 0.16% (n = 340,000);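 active = inhibition above about 35% when tested at 20 µM, limit read from the data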;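 also: plate controls were DMSO wells with enzyme for no effect and DMSO wells lacking enzyme for full effect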
Target sequence (Q2TB90 whole entry, looked up): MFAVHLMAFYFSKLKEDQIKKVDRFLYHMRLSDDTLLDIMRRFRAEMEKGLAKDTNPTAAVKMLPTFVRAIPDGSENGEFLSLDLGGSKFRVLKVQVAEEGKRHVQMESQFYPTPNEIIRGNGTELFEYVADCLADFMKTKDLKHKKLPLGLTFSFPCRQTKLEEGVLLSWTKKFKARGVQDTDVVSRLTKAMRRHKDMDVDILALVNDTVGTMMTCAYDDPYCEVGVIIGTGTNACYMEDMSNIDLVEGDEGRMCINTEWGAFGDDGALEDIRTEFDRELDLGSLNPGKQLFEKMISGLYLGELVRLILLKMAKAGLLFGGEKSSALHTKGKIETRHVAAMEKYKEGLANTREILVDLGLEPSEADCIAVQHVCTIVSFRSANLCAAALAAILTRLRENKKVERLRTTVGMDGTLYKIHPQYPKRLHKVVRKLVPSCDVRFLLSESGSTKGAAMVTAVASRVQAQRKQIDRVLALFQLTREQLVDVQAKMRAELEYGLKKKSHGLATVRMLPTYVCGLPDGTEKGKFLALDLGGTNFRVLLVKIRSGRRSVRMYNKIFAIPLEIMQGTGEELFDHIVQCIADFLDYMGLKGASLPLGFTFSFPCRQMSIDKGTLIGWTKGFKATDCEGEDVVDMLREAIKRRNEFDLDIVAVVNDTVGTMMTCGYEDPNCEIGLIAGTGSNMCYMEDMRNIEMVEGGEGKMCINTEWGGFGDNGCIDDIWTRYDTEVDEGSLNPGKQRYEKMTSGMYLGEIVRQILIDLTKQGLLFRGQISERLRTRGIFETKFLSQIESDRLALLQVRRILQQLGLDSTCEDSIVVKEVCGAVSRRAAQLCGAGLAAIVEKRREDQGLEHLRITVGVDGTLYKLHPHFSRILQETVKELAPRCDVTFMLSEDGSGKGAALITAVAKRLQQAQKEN
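Test system: recombinant HKDC1 (HK5) hexokinase enzyme, produced in-house / Doses: 20 µM test compound, 1% DMSO / Timing: 90 min, room temperature / Detection: G6PDH/diaphorase-coupled fluorescence, 1 mM NADP, 100 µM resazurin, 525/613 nm / Control set: DMSO wells with and without enzyme mix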
SENP1 FRET inh: SENP1 (human) catalytic domain inhibition. Q9P0U3. recombinant SENP1 catalytic domain, CyPet-SUMO1-YPet FRET cleavage. inhibition, % at 10 µM. actives 0.21% (n = 360,000);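 active = inhibition at least 30% at 10 µM, raw YFP signal under a set limit, fluorescence ratio 0.5 to 1.5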;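 also: 0% = enzyme with DMSO and 100% = no enzyme wells; some results filed as inactive read as strong as hits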
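Test system: hSENP1 catalytic domain, recombinant; Amount: 20 pM final SENP1 enzyme; Medium: Tris pH 8 buffer plus EDTA, NaCl, BME, BSA, NP40, catalase; Schedule: 50 min enzyme reaction, room temperature, light-protected; Technique: FRET fluorescence in CFP and YFP emission channels; Controls: no-enzyme wells low, DMSO-plus-enzyme wells high control.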
PfGluPho inh: PfG6PD (Plasmodium falciparum) enzyme inhibition; PfGluPho enzyme, NADPH resazurin-diaphorase fluorescence; inhibition, % at 20 µM; actives 0.78% (n = 350,000); AID 504690;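 active = inhibition reaching at least a set limit at 20 µM in the primary screen, cut at about 59% in these data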;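 also: 0% = DMSO wells with substrate and 100% = DMSO wells lacking glucose-6-phosphate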
SENP7 block: blocks the human protease SENP7 | Q9BQF6 | recombinant SENP7, Z-RLRGG-aminoluciferin luminescence, 40 min | inhibition, % at 5 µM | actives 1.5% (n = 330,000) | AID 434973;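 active = inhibition above about 50% at the single test dose, limit read from the data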;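 also: plate controls were DMSO with enzyme for no effect and no enzyme buffer wells for full effect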
SENP8 block-1: inhibitors of human SENP8 protease | recombinant SENP8, Nedd8 substrate fluorescence | AID 602440 | inhibition, % at 20 µM | actives 0.64% (n = 360,000); in the data active = inhibition mostly above about 40%, no sharp cut-off; inactive = mostly below about 27%
UBC13 polyUb: inhibitors of human UBC13 polyubiquitin chain formation; TR-FRET; inhibition, % at 20 µM; AID 485273; actives 0.47% (n = 330,000); in the data active = inhibition above about 45%, passing the limit was not always enough
Target sequence (P61088 whole entry, looked up): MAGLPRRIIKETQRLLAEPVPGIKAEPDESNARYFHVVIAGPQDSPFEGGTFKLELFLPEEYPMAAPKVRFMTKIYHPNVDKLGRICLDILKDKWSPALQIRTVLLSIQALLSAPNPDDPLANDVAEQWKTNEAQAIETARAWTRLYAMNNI
beta cell repl: induces beta-cell replication in MIN6 cells | actives 0.29% (n = 330,000) | MIN6 cells proliferation, ATPlite luminescence, 48 h; cells starved in 0.2% serum; 100% = growth in 10% serum | proliferation, % at 10 µM;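 active = compounds whose signal lies at least 3.5 SD above the mean of all wells on their plate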;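 also: 0% = DMSO-treated cells in low-serum medium and 100% = 10% serum control; some compounds called inactive have numbers as strong as hits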
SENP8 block-2: SENP8 protease inhibition. Q96LD8. purified SENP8, Z-RLRGG-aminoluciferin cleavage, luminescence. inhibition, % at 10 µM. actives 1.2% (n = 330,000). AID 2540; in the data active = inhibition above about 50%
SENP6 block: blocks the human protease SENP6; Q9GZR1; Recombinant SENP6 catalytic domain, aminoluciferin luminescence; inhibition, % at 10 µM; actives 1.8% (n = 330,000); AID 2599;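 active = inhibition above about 50% at the single tested dose, limit read from the data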;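 also: plate controls were DMSO wells with enzyme for no effect and DMSO wells lacking enzyme for full effect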
The depositor's hits bear a star.

Results for COc1cccc(-c2nc(CS(=O)(=O)CC(=O)Nc3ccc(F)cc3F)c(C)o2)c1 ?
HKDC1 inh: 2; SENP1 FRET inh: 2; PfGluPho inh: 1; SENP7 block: -3; SENP8 block-1: 10; UBC13 polyUb: -5; beta cell repl: 1; SENP8 block-2: -3; SENP6 block: 3

How did COc1ccc(/C=N/n2c(=S)n(C)c3ccccc32)cc1OC do in these assays?
HKDC1 inh: -10; SENP1 FRET inh: -2; PfGluPho inh: 12; SENP7 block: -1; SENP8 block-1: 11; UBC13 polyUb: 5; beta cell repl: 6; SENP8 block-2: 4; SENP6 block: 3

What do the screens show for `O=C(Nc1c(F)c(F)c(F)c(F)c1F)NC1CCCCC1`?
HKDC1 inh: -8; SENP1 FRET inh: 5; PfGluPho inh: -8; SENP7 block: 4; SENP8 block-1: 5; UBC13 polyUb: 5; beta cell repl: -2; SENP8 block-2: 3; SENP6 block: -7

How did O=C(NCc1ccco1)/C(=C\c1ccco1)NC(=O)c1cccs1 do in these assays?
HKDC1 inh: -4; SENP1 FRET inh: 1; PfGluPho inh: -5; SENP7 block: -1; SENP8 block-1: 1; UBC13 polyUb: -4; beta cell repl: -1; SENP8 block-2: 4; SENP6 block: -16

Results for CC(C)CCN1C(=O)c2ccc(C(=O)OCC(=O)N(C)C3CCS(=O)(=O)C3)cc2C1=O (stereo not drawn) ?
HKDC1 inh: -1; SENP1 FRET inh: 1; PfGluPho inh: -8; SENP7 block: 2; SENP8 block-1: 6; UBC13 polyUb: 0; beta cell repl: -4; SENP8 block-2: 5; SENP6 block: -7

What do the screens show for `CCc1ccc(C(=O)COC(=O)c2cccc(N3C(=O)c4c(C)nc5ccccc5c4C3=O)c2)cc1`?
HKDC1 inh: 3; SENP1 FRET inh: 7; PfGluPho inh: -17; SENP7 block: -2; SENP8 block-1: 13; UBC13 polyUb: -4; beta cell repl: -6; SENP8 block-2: -1; SENP6 block: 3

Results for CCOc1ccc(CN(C)C(=O)CN2C(=O)NC(c3ccccc3)(c3ccccc3)C2=O)cc1 ?
HKDC1 inh: -6; SENP1 FRET inh: 1; PfGluPho inh: 0; SENP7 block: 1; SENP8 block-1: 6; UBC13 polyUb: 7; beta cell repl: -6; SENP8 block-2: -2; SENP6 block: 6

How did Cc1cccc2nc(CSc3nnnn3-c3ccccc3)cn12 do in these assays?
HKDC1 inh: -2; SENP1 FRET inh: 4; PfGluPho inh: -20; SENP7 block: 4; SENP8 block-1: 8; UBC13 polyUb: 1; beta cell repl: -2; SENP8 block-2: 4; SENP6 block: -1

How did O=C(NCCN1CCOCC1)N1CCOCC1 do in these assays?
HKDC1 inh: -1; SENP1 FRET inh: -3; PfGluPho inh: -5; SENP7 block: 3; SENP8 block-1: 17; UBC13 polyUb: 9; beta cell repl: 0; SENP8 block-2: 6; SENP6 block: 11

What do the screens show for `CCNS(=O)(=O)c1ccc(CCC(=O)N2CCN(c3ccccc3)CC2)cc1`?
HKDC1 inh: -4; SENP1 FRET inh: 1; PfGluPho inh: 12; SENP7 block: -3; SENP8 block-1: 9; UBC13 polyUb: -3; beta cell repl: -3; SENP8 block-2: 8; SENP6 block: -36

How did COc1coc(/C=C/C(=O)O)cc1=O do in these assays?
HKDC1 inh: -10; SENP1 FRET inh: 0; PfGluPho inh: -24; SENP7 block: 4; SENP8 block-1: 17; UBC13 polyUb: 0; beta cell repl: 1; SENP8 block-2: -9; SENP6 block: -15

Results for CCN(CC)S(=O)(=O)c1ccc(OC)nc1 ?
HKDC1 inh: -6; SENP1 FRET inh: -1; PfGluPho inh: 6; SENP7 block: 3; SENP8 block-1: 15; UBC13 polyUb: 7; beta cell repl: -3; SENP8 block-2: -4; SENP6 block: 4

Next part; it opens with the two that closed the last part.
How did COc1coc(/C=C/C(=O)O)cc1=O do in these assays?
HKDC1 inh: -10; SENP1 FRET inh: 0; PfGluPho inh: -24; SENP7 block: 4; SENP8 block-1: 17; UBC13 polyUb: 0; beta cell repl: 1; SENP8 block-2: -9; SENP6 block: -15

Results for CCN(CC)S(=O)(=O)c1ccc(OC)nc1 ?
HKDC1 inh: -6; SENP1 FRET inh: -1; PfGluPho inh: 6; SENP7 block: 3; SENP8 block-1: 15; UBC13 polyUb: 7; beta cell repl: -3; SENP8 block-2: -4; SENP6 block: 4

What do the screens show for `Cc1nc2scc(C)n2c(=O)c1S(=O)(=O)Nc1ccc(N2CCOCC2)cc1`?
HKDC1 inh: -3; SENP1 FRET inh: 1; PfGluPho inh: -12; SENP7 block: -5; SENP8 block-1: 13; UBC13 polyUb: -5; beta cell repl: 0; SENP8 block-2: -1; SENP6 block: 9

How did CCc1nnc(NC(=O)CSc2n[nH]c(-c3ccccc3O)n2)s1 do in these assays?
HKDC1 inh: -9; SENP1 FRET inh: -1; PfGluPho inh: -14; SENP7 block: 10; SENP8 block-1: -29; UBC13 polyUb: -2; beta cell repl: -5; SENP8 block-2: -6; SENP6 block: -2

Results for CCN(c1ccccc1)S(=O)(=O)c1ccc(C(=O)Nc2nnc(CSC)o2)cc1 ?
HKDC1 inh: -7; SENP1 FRET inh: 1; PfGluPho inh: -31; SENP7 block: 9; SENP8 block-1: 6; UBC13 polyUb: -12; beta cell repl: -4; SENP8 block-2: 7; SENP6 block: 5

How did CC1(C)Cc2c(C#N)c(N3CCCC3)nc(-c3ccco3)c2CO1 do in these assays?
SENP1 FRET inh: -21; SENP7 block: 3; SENP8 block-1: -392; UBC13 polyUb: -17; beta cell repl: -8; SENP8 block-2: 17; SENP6 block: -8

How did COc1ccccc1/C=C1/C(=O)N(c2ccc([N+](=O)[O-])cc2)N=C1C do in these assays?
HKDC1 inh: 1; SENP1 FRET inh: -1; PfGluPho inh: -5; SENP7 block: 21; SENP8 block-1: 23; UBC13 polyUb: -15; beta cell repl: -3; SENP8 block-2: 26; SENP6 block: 27

What do the screens show for `COc1ccc(CNC(=O)CSc2ncnc3ccccc23)cc1OC`?
HKDC1 inh: -11; SENP1 FRET inh: -2; PfGluPho inh: 15; SENP7 block: -9; SENP8 block-1: 10; UBC13 polyUb: -2; beta cell repl: -2; SENP8 block-2: -5; SENP6 block: -10

What do the screens show for `CCCN(CC(=O)Nc1ccc(F)c(F)c1F)C(=O)Cc1ccc(S(=O)(=O)N2CCOCC2)s1`?
HKDC1 inh: 1; SENP1 FRET inh: -7; PfGluPho inh: 4; SENP7 block: -7; SENP8 block-1: -33; UBC13 polyUb: -34; beta cell repl: -6; SENP8 block-2: -17; SENP6 block: -23

How did COc1ccc(-c2cn(Cc3ccc(C(=O)c4ccccc4)cc3)nn2)cc1 do in these assays?
HKDC1 inh: 1; PfGluPho inh: 4; SENP7 block: 64*; UBC13 polyUb: 13; beta cell repl: -9; SENP8 block-2: 77*; SENP6 block: 79*

Results for [O-]C1=N[N+](=C(c2ccccc2)c2ccccc2)C1 ?
HKDC1 inh: -1; SENP1 FRET inh: 3; PfGluPho inh: -12; SENP8 block-1: 18

What do the screens show for `COc1ccc(C2NCCn3cccc32)cc1` (stereo not drawn)?
HKDC1 inh: -2; SENP1 FRET inh: -7; PfGluPho inh: -10; SENP7 block: -2; SENP8 block-1: -108; UBC13 polyUb: 3; beta cell repl: -2; SENP8 block-2: -3; SENP6 block: 0

Results for CN(CCC#N)C(=O)COC(=O)c1c2c(nc3ccccc13)/C(=C/c1ccco1)CC2 ?
HKDC1 inh: 13; SENP1 FRET inh: -27; PfGluPho inh: 33; SENP8 block-1: -268

What do the screens show for `CC1CCN(C(=O)COC(=O)C2CCN(S(=O)(=O)c3c(Cl)cccc3Cl)CC2)CC1`?
HKDC1 inh: -2; SENP1 FRET inh: 0; PfGluPho inh: -8; SENP7 block: -18; SENP8 block-1: -7; UBC13 polyUb: -5; beta cell repl: -4; SENP8 block-2: -12; SENP6 block: 6

Results for C/C(=C\C(=O)c1ccccc1)Nc1ccc2c(c1)OCO2 ?
HKDC1 inh: 1; SENP1 FRET inh: -4; PfGluPho inh: 50; SENP7 block: 1; SENP8 block-1: 67*; UBC13 polyUb: -5; beta cell repl: -1; SENP8 block-2: -18; SENP6 block: -11

How did O=C(CC1C(=O)NCCN1Cc1c(F)cccc1Cl)NCCCn1ccnc1 (stereo not drawn) do in these assays?
HKDC1 inh: 3; SENP1 FRET inh: 2; PfGluPho inh: 0; SENP7 block: -10; SENP8 block-1: 0; UBC13 polyUb: 2; beta cell repl: 0; SENP8 block-2: -5; SENP6 block: -5

Results for CC1CCN(C(=O)CN2C(=O)C(=O)N(C)C2=O)c2ccccc2S1 (stereo not drawn) ?
HKDC1 inh: -8; SENP1 FRET inh: 0; PfGluPho inh: 5; SENP7 block: 6; SENP8 block-1: 11; UBC13 polyUb: 8; beta cell repl: 0; SENP8 block-2: 3; SENP6 block: -27

Results for COc1ccc(C(=O)C2CCCN(Cc3cccn3-c3nccs3)C2)cc1F (stereo not drawn) ?
HKDC1 inh: -1; SENP1 FRET inh: -1; PfGluPho inh: -20; SENP7 block: 8; SENP8 block-1: 8; UBC13 polyUb: 5; beta cell repl: -5; SENP8 block-2: 3; SENP6 block: -13

What do the screens show for `CCCCc1ccc(C2C3=C(CC(C)(C)CC3=O)NC3=C2C(=O)c2ccccc23)cc1` (stereo not drawn)?
HKDC1 inh: -1; SENP1 FRET inh: 3; PfGluPho inh: 23; SENP7 block: -1; SENP8 block-1: 2; UBC13 polyUb: -32; beta cell repl: 0; SENP8 block-2: -1; SENP6 block: -13

How did O=C1OC[C@@H]2CCCN2C(=O)[C@H](CC(=O)N(CCO)Cc2ccccc2)C/C=C\CC[C@H]1Cc1ccc(F)cc1 do in these assays?
HKDC1 inh: -1; SENP1 FRET inh: 3; PfGluPho inh: 4; SENP7 block: 6; SENP8 block-1: 12; UBC13 polyUb: 12; beta cell repl: -1; SENP8 block-2: -4; SENP6 block: -13

What do the screens show for `O=C(Nc1ccc(F)cc1)c1cc2cc(Cl)ccc2[nH]1`?
HKDC1 inh: 0; SENP1 FRET inh: 0; PfGluPho inh: -21; SENP7 block: -5; SENP8 block-1: 11; UBC13 polyUb: 0; beta cell repl: -4; SENP8 block-2: -14; SENP6 block: -14

What do the screens show for `CN(C[C@@H](CC1CCCCC1)N(C[C@H](Cc1ccccc1)N(CCc1ccccc1)N=O)N=O)N=O`?
HKDC1 inh: -1; SENP1 FRET inh: -2; PfGluPho inh: 18; SENP7 block: 4; SENP8 block-1: 19; UBC13 polyUb: -1; beta cell repl: -6; SENP8 block-2: -9; SENP6 block: -13

What do the screens show for `N#Cc1cccc(NC(=O)Cn2cnc(S(=O)(=O)N3CCOCC3)c2)c1`?
HKDC1 inh: -4; SENP1 FRET inh: 0; PfGluPho inh: 10; SENP7 block: -5; SENP8 block-1: 7; UBC13 polyUb: -15; beta cell repl: 0; SENP8 block-2: 12; SENP6 block: 16

Results for O=C(CNC(=O)c1ccccc1)NCC(=O)OCc1ccccc1Cl ?
HKDC1 inh: -8; SENP1 FRET inh: 0; PfGluPho inh: 15; SENP7 block: 7; SENP8 block-1: 0; UBC13 polyUb: 5; beta cell repl: 3; SENP8 block-2: 7; SENP6 block: 6

Results for O=C(COc1cccc(-n2cnnn2)c1)Nc1ccc([N+](=O)[O-])cc1 ?
HKDC1 inh: -1; SENP1 FRET inh: 0; PfGluPho inh: -1; SENP7 block: 1; SENP8 block-1: 8; UBC13 polyUb: 3; beta cell repl: -1; SENP8 block-2: 1; SENP6 block: -8

Compound activity (PubChem BioAssay)
